# Source: PubChem
# HepG2 tox: HepG2 cytotoxicity, counter-screen for TGF-b inhibitors; HepG2 CAGA-GFP viability, ATP luminescence, 18 h; Potency, µM (top dose mostly 46.1 µM), inactives show top-dose activity change, negative = cytotoxicity, hits mostly cytotoxic; 0.76% of 410,000 active; AID 588856; note: potency is the fitted concentration of half-maximal effect; some results filed as inactive show a strong effect at the top dose
#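 HepG2 CAGA-GFP cells (1000/well, DMEM with 1% FBS) received compound, then TGF-beta at 500 pg/mL final, and were incubated 18 hours at 37 degrees C. Viability was read by CellTiter-Glo luminescence. Media-only wells were set as complete cell-killing and DMSO as no toxicity.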
# A549 tox: counter-screen for Nrf2 inhibitors: cytotoxicity in A549 cells. AID 504648. 0.16% of 390,000 active. Potency, µM (titrated, usually from 46 µM), for the others: at the highest dose activity change, negative = cytotoxicity, usual class: inhibitors. A549 ARE-Fluc cells, CellTiter-Fluor viability, 18-24 h; note: potency is the fitted concentration of half-maximal effect; % is set by controls: 0 for no effect and ±100 for the full control effect
#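 Cytotoxicity counterscreen: CellTiter-Fluor fluorescence was measured in A549 ARE_Fluc cells after 18-24 h of compound exposure in a concentration series. The subsequent BugLite luminescent read reports ARE-luciferase activity.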
# EPAC2 ag: EPAC2 (human) agonism | Potency, µM (titrated, usually from 154 µM), for inactives: top-dose activation, actives largely listed as activators | Q8WZA2 | 0.079% of 360,000 active | AID 720711 | EPAC2 activation, biochemical qHTS; response scale: 100% = 6.5 mM cAMP response; note: potency is the fitted concentration of half-maximal effect; nearly all actives have a fitted effect of over 50% in size
# Target sequence (Q8WZA2 whole entry, looked up): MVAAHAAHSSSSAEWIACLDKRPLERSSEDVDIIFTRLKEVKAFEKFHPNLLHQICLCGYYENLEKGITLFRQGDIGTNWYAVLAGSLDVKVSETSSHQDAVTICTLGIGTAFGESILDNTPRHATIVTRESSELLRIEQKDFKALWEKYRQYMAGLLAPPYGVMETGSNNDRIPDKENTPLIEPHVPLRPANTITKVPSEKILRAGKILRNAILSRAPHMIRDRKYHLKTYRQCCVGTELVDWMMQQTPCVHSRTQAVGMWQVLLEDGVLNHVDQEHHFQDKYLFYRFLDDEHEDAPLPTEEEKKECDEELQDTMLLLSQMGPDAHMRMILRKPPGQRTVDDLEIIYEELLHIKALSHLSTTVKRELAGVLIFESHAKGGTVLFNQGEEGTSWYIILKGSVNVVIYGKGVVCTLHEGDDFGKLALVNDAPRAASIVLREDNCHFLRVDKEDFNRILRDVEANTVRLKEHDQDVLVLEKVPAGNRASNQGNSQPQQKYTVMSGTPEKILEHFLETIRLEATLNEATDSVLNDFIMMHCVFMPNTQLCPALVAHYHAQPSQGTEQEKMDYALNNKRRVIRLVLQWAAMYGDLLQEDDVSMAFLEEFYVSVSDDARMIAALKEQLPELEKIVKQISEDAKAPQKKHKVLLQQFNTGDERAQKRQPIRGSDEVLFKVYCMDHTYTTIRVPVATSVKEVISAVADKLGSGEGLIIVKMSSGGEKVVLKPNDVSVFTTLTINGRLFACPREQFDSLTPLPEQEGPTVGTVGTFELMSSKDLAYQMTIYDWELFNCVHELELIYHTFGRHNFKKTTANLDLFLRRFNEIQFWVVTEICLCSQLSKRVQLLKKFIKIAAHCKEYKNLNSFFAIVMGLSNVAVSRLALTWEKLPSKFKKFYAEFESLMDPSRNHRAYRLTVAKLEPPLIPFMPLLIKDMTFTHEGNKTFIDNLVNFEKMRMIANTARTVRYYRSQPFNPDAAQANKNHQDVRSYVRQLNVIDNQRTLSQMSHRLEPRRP
#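 EPAC2 (100 nM) mixed with Rap1B loaded with BODIPY-GDP (250 nM) plus 50 uM unlabeled GDP; compounds pinned in, 5 min RT, then read every 5 min for 30 min (ex 480, em 540 nm). Normalized to cAMP control.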
# ATXN2 expr inh: inhibitors of ATXN2 expression; HEK-293 ATXN2-luciferase reporter, luminescence, 24 h; Potency, µM (highest dose often 57 µM), for the others: at the highest dose activity change, negative = inhibition, hits mostly inhibitors; 0.72% of 360,000 active; AID 1745845; note: potency is the fitted concentration of half-maximal effect; % is set by controls: 0 for no effect and ±100 for the full control effect; nearly all actives have a fitted effect of over 55% in size
#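 ATXN2-luciferase reporter cells (luciferase flanked by upstream and downstream ATXN2 gene portions) were treated 24 h at 37 °C with compounds at up to 57 uM. SteadyGlo luminescence gave expression; GF-AFC fluorescence gave viability.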
# IL-2 act: activates IL-2 in a cell-based reporter assay | IL-2 activation reporter assay, cell-based qHTS; stimulated with anti-CD3/CD4/CD28 beads; in transgenic mouse T cells | 0.065% of 360,000 active | activation, % (series mostly up to about 46 µM) | AID 652025; in the data active = activation above about 50%; inconclusive = mostly about 30% to 49%; note: 0% is about no effect
#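 Quantitative HTS in unstimulated transgenic mouse T cells, with memory T cells as non-tolerant control and PMA/ionomycin as tolerance-bypass control. Compound pretreatment lasted 60 minutes before 18 h bead stimulation; EGFP/DsRed fluorescence read.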
# Nrf2 activator: Nrf2 pathway activation. AREc32 ARE-luciferase reporter (MCF7-derived line), luminescence, 24 h. Potency, µM (doses to about 46.1 µM), without a hit: at the highest dose activation, usual class: activators. 0.31% of 410,000 active; note: potency is the fitted concentration of half-maximal effect; % of control where 0% means no effect; nearly all actives have a fitted effect of over 65% in size
#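 Steps: seed AREc32_Fluc cells (1000/well, 5% FBS OPTI-MEM); incubate overnight at 37 deg C; add 23 nL compound; incubate 24 hr; add Steady-Glo; hold 30 min RT; read luminescence.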
# Nrf2 block: Nrf2 pathway inhibition; Potency, µM (series often up to 46 µM), for inactives: at the highest dose activity change, negative = inhibition, usual class: inhibitors; A549 ARE-Fluc reporter, luciferase luminescence, 18-24 h; 2.1% of 360,000 active; note: potency is the fitted concentration of half-maximal effect; % is set by controls: 0 for no effect and ±100 for the full control effect; nearly all actives have a fitted effect of over 60% in size
#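 Reporter: ARE-Fluc in A549. Exposure: 18-24 h, 37 °C, 5% CO2, 5% FBS OPTI-MEM. Readouts: fluorescent cytotoxicity (CellTiter-Fluor), then luminescent Nrf2 signal after BugLite.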
# TGFb inhibitor: blocks TGF-b signaling; HepG2 CAGA-GFP TGF-b/SMAD3 reporter, GFP fluorescence, 18 h; TGF-beta stimulated, 500 pg/mL final; Potency, µM (series often up to 46.1 µM), for inactives: at the top dose activity, negative = inhibition, usual class: inhibitors; 1.2% of 410,000 active; AID 588855; note: potency is the fitted concentration of half-maximal effect; % is set by controls: 0 for no effect and ±100 for the full control effect; nearly all actives have a fitted effect of over 65% in size
#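 HEPG2 CAGA-GFP reporter cells (1000/well, DMEM with 1% FBS) received compounds, then recombinant TGF-beta at 500 pg/mL final for 18 hours at 37 degrees C. Per-cell GFP summed per well was normalised to unstimulated and stimulated DMSO controls before curve fitting.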
# S2 tox: reduces viability in counter-screen for ATXN expression inhibitors; 0.49% of 400,000 active; Potency, µM (titrated, usually from 56.7 µM), actives largely listed as cytotoxic; S2 cells (HEK-293 line with an ATXN2-luciferase reporter) viability, CellTiter-Fluor protease fluorescence, 24 h; note: potency is the fitted concentration of half-maximal effect; nearly all actives have a fitted effect of over 40% in size
# Numbers without * were called inactive; i = inactive; ? = inconclusive; / = no result given; & = joins results of further samples; [ ] = dose if it differs, or a comment. Unless noted, calls come from the whole dose curve; as a rule, active = well fitted curve in the direction sought with a large enough effect; inconclusive = small, poorly fitted or top-dose-only effect, or another doubt; inactive = no such curve, though single readings can be large; an effect the other way counts as inactive or inconclusive.
SMILES,HepG2 tox,A549 tox,EPAC2 ag,ATXN2 expr inh,IL-2 act,Nrf2 activator,Nrf2 block,TGFb inhibitor,S2 tox
COC(=O)c1nnn(CC(=O)NC(=O)Nc2ccccc2)c1C(=O)OC,29%,0%,-6%,-11%,-1.9,-0.4%,-12%,11%,i
CCS(=O)(=O)c1nc(S(=O)(=O)c2ccc(C)cc2)c(N2CCC(C)CC2)s1,-2%,0%,8%,/,-0.4,-1.0%,-3%,21%,i
CCOC(=O)N1CCC(NC(=O)c2ccc3nc(N4CCOCC4)sc3c2)CC1,-24%,-2%,4%,6%,-3.0,0.1%,9%,4%,i
CC1=C(c2ccc(F)cc2)S(=O)(=O)N=C1N1CCC(C(=O)NCCc2ccccc2C)CC1,11%,-1%,/,9%,/,0.4%,?,-6%,i
CC1C(=O)Nc2ccc(S(=O)(=O)N3CCCCCC3)cc21 (centres undefined),4%,2%,5%,7%,0.8,-0.3%,-11%,1%,i
CCc1noc(C)c1C(=O)Nc1ccc(F)c(F)c1F,2%,4%,2%,-4%,0.4,0.0%,-10%,3%,i
C=CCN1C=CC(=O)[C@@H](O)[C@H]1c1ccccc1Br,-3%,1%,5%,8%,-0.1,0.2%,-3%,-5%,i
CCN(CC)c1nc(-c2cccc(OC)c2O)nc2ccccc12,-32%,-4%,8%,-5%,-0.6,9.5%,-20%,?,i
CCOC(=O)/C=C1\CC(C(=O)OCC)Oc2c(OC)cccc21 (centres undefined),-27%,0%,9%,0%,-0.3,10%,-2%,?,i
CCOc1cc(C2c3c(oc4ccccc4c3=O)C(=O)N2Cc2ccc(OC)cc2)ccc1O (centres undefined),-3%,0%,/,-3%,/,-1.0%,5%,15%,i
O=Cc1ccccc1OCCOc1ccccc1C=O,-24%,-3%,10%,0%,-1.0,11%,7%,?,?
CC(=O)c1ccc(-n2nnnc2SCC(=O)N2CCN(C(=O)c3ccco3)CC2)cc1,1%,13%,4%,4%,0.0,2.4%,4%,5%,i
O=C(O)CSc1nnc(-c2ccc3c(c2)OCO3)n1-c1ccccc1,-6%,1%,5%,22%,0.0,0.1%,-4%,-8%,i
CCC(=O)c1ccc(OC)c(OC)c1OCc1ccccc1,-25%,21%,11%,-11%,0.0,0.4%,-3%,0%,i
CCOC(=O)NC(=O)/C(C#N)=C\c1ccccc1,8%,3%,0%,-13%[11.3 µM],-5.0,-0.1%,16%,17%,i
O=C(CN1CCN(c2ccc([N+](=O)[O-])cc2)CC1)Nc1ccccn1,-11%,-15%,6%,-38%,6.3,-0.3%,?,-23%,?
O=C1C(F)=CC(COC(c2ccccc2)(c2ccccc2)c2ccccc2)OC1n1cc(F)c(=O)[nH]c1=O (centres undefined),-60%,-16%,-9%,3.4µM*,-6.3,17%,?,5µM*,3µM*
CCCC(=O)N1CCN(S(=O)(=O)c2cc(Cl)ccc2OC)CC1,13%,10%,2%,-7%,0.1,1.2%,/,8%,i
COc1ccc(-c2cc3ccccc3n2CC(O)CNCCO)cc1 (centres undefined),-9%,12%,2%,-19%,1.4,4.4%,3%,9%,i
C[C@]12c3[nH]c4ccccc4c3CCN1C(=O)C(CC(=O)NCc1ccco1)C[C@@H]2C(=O)N1CCOCC1 (some centres undefined),-1%,-3%,-3%,3%,-0.6,0.5%,10%,-10%,i
COc1ccc(-c2cc(C(=O)O)c3c(C)nn(-c4ccccn4)c3n2)cc1,0%,-4%,6%,-4%,1.4,-1.0%,/,?,i
CCOc1cc(C(=S)N2CCOCC2)ccc1OS(=O)(=O)c1ccccc1[N+](=O)[O-],-5%,-11%,11%,/,1.3,?,-6%,?,i
Cn1c(SCc2cccc(Br)c2)nnc1-c1ccncc1,0%,20%,1%,/,0.5,1.3%,-12%,?,i
CCOC(=O)Cn1c(=NC(=O)C(C)(C)C)sc2cc([N+](=O)[O-])ccc21,-22%,-2%,0%,18%,0.8,-0.5%,9%,-2%,i
Cc1ccc(OCC(=O)N2CCN(C(=O)c3cccs3)CC2)cc1,-21%,-1%,-5%,3%,-1.7,-0.3%,-6%,-5%,?
CN1CCN(S(=O)(=O)c2cc([N+](=O)[O-])ccc2Cl)CC1,-1%,0%,-11%,-15%,0.7,12%,-16%,8%,i
COc1cc(Cl)c(S(=O)(=O)n2cnc(C)c2)cc1Cl,-1%,1%,5%,-10%,-2.1,0.2%,7%,22%,i
CN(CCCNC(=O)c1nn(C)c2c1CS(=O)(=O)c1ccccc1-2)Cc1ccccc1,1%,1%,-5%,4%,0.2,-0.9%,8%,3%,i
COc1ccc(Nc2oc(-c3ccc(COc4cccc(C)c4)o3)nc2C#N)cc1,-42%,-13%,/,-28%,/,5.1%,0%,0%,?
COCc1[nH]nc2c1C(C1C=CCCC1)C(C#N)=C(N)O2 (centres undefined),-66%,-8%[1.84 µM],3%,?,-1.7,?,?,?,i

# Looked up above:
# Value for `COc1ccc(-c2cc(C(=O)O)c3c(C)nn(-c4ccccn4)c3n2)cc1` in Nrf2 activator: -1.0%
# Value for `CCOC(=O)Cn1c(=NC(=O)C(C)(C)C)sc2cc([N+](=O)[O-])ccc21` in EPAC2 ag: 0%
# Value for `COCc1[nH]nc2c1C(C1C=CCCC1)C(C#N)=C(N)O2` (centres undefined) in IL-2 act: -1.7
# Value for `C[C@]12c3[nH]c4ccccc4c3CCN1C(=O)C(CC(=O)NCc1ccco1)C[C@@H]2C(=O)N1CCOCC1` (some centres undefined) in TGFb inhibitor: -10%
# Value for `CCCC(=O)N1CCN(S(=O)(=O)c2cc(Cl)ccc2OC)CC1` in ATXN2 expr inh: -7%

# The listing picks up; the two compounds before the break are reprinted first.
SMILES,HepG2 tox,A549 tox,EPAC2 ag,ATXN2 expr inh,IL-2 act,Nrf2 activator,Nrf2 block,TGFb inhibitor,S2 tox
COc1ccc(Nc2oc(-c3ccc(COc4cccc(C)c4)o3)nc2C#N)cc1,-42%,-13%,/,-28%,/,5.1%,0%,0%,?
COCc1[nH]nc2c1C(C1C=CCCC1)C(C#N)=C(N)O2 (centres undefined),-66%,-8%[1.84 µM],3%,?,-1.7,?,?,?,i
CCc1ccccc1NC(=O)c1nnn(-c2ccc(F)cc2)c1C,-58%,0%,/,21%,/,6.3%,4%[9.27 µM],1%,i
CCCc1cc(C(=O)N2CCCC(N3CCN(c4ccc(F)cc4)CC3)C2)no1 (centres undefined),-2%,2%,2%,8%,-2.3,-0.8%,-3%,0%,i
Cc1cccc(NC(=O)CSc2nc(C)c(Cc3ccccc3)c(=O)[nH]2)c1,-18%&-34%,4%&0%,-5%,5%&-15%,0.1,2.3%&3.4%,11%&2%,?,i
CCOC(=O)c1oc2ccc(Br)cc2c1CSc1nnc(C)s1,-18%,-2%,16%,-10%,-0.3,-0.1%,-8%,-17%,i
CC1CCCCC1NC(=O)CSc1nncs1 (centres undefined),-2%,-2%,2%,1%,-0.2,0.4%,-9%,-8%,i
Cn1c(SCC(=O)Nc2ccc3c(c2)OCCO3)nnc1-c1ccco1,-5%,2%,1%[15.6 µM],-8%,0.2,-0.8%,11%,3%,i
CCC(=O)NC(=S)Nc1ccc2oc(-c3ccc(OC)cc3)nc2c1,13%,-5%,6%,18%,-0.6,1.8%,?,10%,i
FC(F)(F)c1cccc(NC(=S)NCCN2CCOCC2)c1,-29%,13%,15%,-15%,-0.6,0.1%,-9%,8%,i
CCCCCC(=O)N1C[C@@H](n2cc(C3CC3)nn2)[C@H](O)C[C@@H]1c1ccc(C)cc1,-20%,/,15%,-16%,-0.4,0.3%,/,-22%,i
O=C1NC(=S)SC1=Cc1ccccc1C(=O)O,0%,/,3%,0%,-0.4,-0.2%,/,2%,i
Cc1ccc(NC(=O)c2c(C)oc3ccc(O)c(CN4CCOCC4)c23)c(C)c1,-1%,1%,/,5%,/,-1.0%,?,30%,i
C=CCn1c(SCC(=O)OCC)nc2cc(C(=O)NCc3ccco3)ccc2c1=O,-2%,6%,4%,1%,-0.9,-0.3%,-24%,-8%,i
CCOc1ccc(Oc2c(/C=N/NC(=O)C3CC3)c(C)nn2-c2ccccc2)cc1,-8%,0%,-15%,-1%,-3.5,2.9%,-6%,-4%,i
CCCNC(=O)C1(C)CCN(C(=O)c2cccc(OC(F)(F)F)c2)C1 (centres undefined),3%,/,7%,6%,0.8,0.2%,/,-3%,i
CCOc1c([N+](=O)[O-])cc2c(C)c(C(=O)N3CCN(C)CC3)oc2c1OCC,-3%,-12%,8%,1%,0.0,0.2%,?,0%,i
Cc1oc2ncnc(N3CCCCC3)c2c1C(=O)N1CCN(c2cccc(Cl)c2)CC1,-23%,-6%,/,?,/,3.8%,5%,?,?
COc1cc(OC)c(C2N(c3ccccn3)C(=O)C3CCCN32)cc1OC (centres undefined),-1%,-9%,9%,2%,0.1,0.4%,-2%,0%,i
Cc1cccc(OCC(=O)OCC(=O)Nc2ccc(Cl)cn2)c1,-4%,2%,1%,-32%,0.9,0.2%,6%,0%,i
CCOc1ccc(NC(=O)CCS(=O)(=O)c2ccc(Br)s2)cc1,-14%,0%,/,14%,/,2.5%,-18%,-18%,i

# Reprinted at random: 4 records from the list, in no set order.
SMILES,HepG2 tox,A549 tox,EPAC2 ag,ATXN2 expr inh,IL-2 act,Nrf2 activator,Nrf2 block,TGFb inhibitor,S2 tox
Cc1cccc(OCC(=O)OCC(=O)Nc2ccc(Cl)cn2)c1,-4%,2%,1%,-32%,0.9,0.2%,6%,0%,i
Cc1oc2ncnc(N3CCCCC3)c2c1C(=O)N1CCN(c2cccc(Cl)c2)CC1,-23%,-6%,/,?,/,3.8%,5%,?,?
COc1cc(OC)c(C2N(c3ccccn3)C(=O)C3CCCN32)cc1OC (centres undefined),-1%,-9%,9%,2%,0.1,0.4%,-2%,0%,i
CCOc1ccc(NC(=O)CCS(=O)(=O)c2ccc(Br)s2)cc1,-14%,0%,/,14%,/,2.5%,-18%,-18%,i
